Compound activity: PubChem, several laboratories
Cdc42 wt: human Cdc42 wildtype GTP binding change, either direction; P60953; GST-Cdc42 beads, Bodipy-GTP binding, flow cytometry; actives lie on both sides; percent activity (GTP binding), % at 10 µM; actives 0.2% (n = 190,000);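 active = percent activity GTP binding at least 20 points away from the 100% baseline, either down as inhibitor or up as activator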;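 note: median bead fluorescence of bound Bodipy-FL-GTP at 100 nM; 0% = excess unlabeled GTP control and 100% = no compound control; below 100% means less GTP binding so inhibitor and above means activator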
Target sequence (P60953 whole entry, looked up): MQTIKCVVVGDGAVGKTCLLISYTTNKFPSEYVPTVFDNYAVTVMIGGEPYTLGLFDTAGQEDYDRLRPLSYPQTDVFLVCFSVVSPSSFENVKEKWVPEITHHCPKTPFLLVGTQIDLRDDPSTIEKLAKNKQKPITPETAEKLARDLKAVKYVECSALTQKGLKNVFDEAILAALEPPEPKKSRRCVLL
ABCG2 inh: inhibitors of human ABCG2 transporter, ABCB1 counter-screen; Q9UNQ0; IgMXP3 cells, JC-1 efflux, flow cytometry; inhibition, % at 6.6 µM; actives 0.1% (n = 190,000); AID 1325;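 active = inhibition above 80%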;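 note: 0% = DMSO and 100% = nicardipine control wells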
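Test system: IgMXP3 (ABCG2) plus far-red-tagged CCRF-Adr (ABCB1) cells. Reagent: JC-1 dye as substrate. Timing: 10 min exposure at 25 °C with rotation, no wash. Measured by: flow cytometric JC-1 green MFI at 530 nm. Read-out: percent efflux inhibition, scaled nicardipine 100% to DMSO 0%. Control set: nicardipine and DMSO wells.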
Pf gametocyte: kills late stage P. falciparum gametocytes | P. falciparum stage V gametocytes, ATP luminescence, 24 h | inhibition, % at 10.9 µM | actives 0.065% (n = 150,000);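 active = inhibition above the mean plus 3 SD of compounds within the control limits, set per campaign, cut at about 38% in these data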;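 note: 0% = DMSO wells and 100% = medium only without gametocytes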
Rab7 wt GTP bind: alters GTP binding to wildtype dog Rab7; AID 758; actives 0.055% (n = 190,000); GTP binding activity (percent of control), % at 10 µM; GST-Rab7 beads, fluorescent GTP binding, flow cytometry; actives lie on both sides; untreated = 100%, excess cold GTP = 0%;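 active = fluorescent GTP binding to Rab7 beads changed by at least 20 points from the 100% baseline, either direction, mostly lower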;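 note: median green fluorescence of bound Bodipy-FL-GTP per Rab7 bead population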
Rac1 act GTP bind: modulators of GTP binding to human Rac1 activated mutant; GST-Rac1 activated beads, fluorescent GTP binding, flow cytometry; actives lie on both sides; 100% means binding = to untreated wells; percent activity (GTP binding), % at 10 µM; actives 0.11% (n = 190,000);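 active = GTP binding at least 20 percentage points away from the 100% baseline, in either direction, so actives lie on both sides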
HRas wt GTP bind: modulators of GTP binding to human HRas wildtype | GST-Ras wt beads, Bodipy-FL-GTP binding, flow cytometry; actives lie on both sides | GTP binding activity, % at 10 µM | actives 0.14% (n = 190,000) | AID 759;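 active = GTP binding activity at least 20% away from the 100% baseline, either lowered as inhibitor or raised as activator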;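 note: 0% = unlabeled GTP competition control and 100% = no-compound control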
Target sequence (P01112 whole entry, looked up): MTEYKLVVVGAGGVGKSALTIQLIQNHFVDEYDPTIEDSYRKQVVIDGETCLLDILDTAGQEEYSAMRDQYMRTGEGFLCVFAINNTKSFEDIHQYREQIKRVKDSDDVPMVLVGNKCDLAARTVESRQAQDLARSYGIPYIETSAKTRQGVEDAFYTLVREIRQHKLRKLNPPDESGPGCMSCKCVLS
ABCB1 block: human ABCB1 inhibition, ABCG2 as counter-screen; P08183; CCRF-Adr cells, JC-1 efflux, flow cytometry; inhibition, % at 6.6 µM; actives 0.067% (n = 190,000); in the data active = inhibition above about 40%;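 note: 0% = vehicle and 100% = reference inhibitor; higher value means more JC-1 retained so stronger ABCB1 efflux block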
Rac1 wt GTP bind: human Rac1 wildtype GTP binding, inhibitors and activators; GST-Rac1 beads, fluorescent GTP binding, flow cytometry; actives lie on both sides; 0 = cold GTP competed, 100 = untreated; GTP binding activity (% of control), % at 10 µM; actives 0.27% (n = 190,000);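 active = GTP binding activity at least 20 points away from the 100% control level, either lower or higher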
Mcl1 Noxa PPI: Mcl-1/Noxa interaction inhibition. Q07820. TR-FRET Mcl-1/Noxa peptide binding, 2 h. inhibition, % at 21.7 µM. actives 1.5% (n = 220,000). AID 1022;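 active = compounds that cut the protein-peptide binding signal by more than 50% relative to plate controls in a single-dose test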;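 note: His-tagged Mcl-1 with rhodamine Noxa BH3 peptide and terbium anti-His antibody; 0% = Mcl-1 plus Noxa peptide wells and 100% = peptide-only wells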
Target sequence (Q07820 whole entry, looked up): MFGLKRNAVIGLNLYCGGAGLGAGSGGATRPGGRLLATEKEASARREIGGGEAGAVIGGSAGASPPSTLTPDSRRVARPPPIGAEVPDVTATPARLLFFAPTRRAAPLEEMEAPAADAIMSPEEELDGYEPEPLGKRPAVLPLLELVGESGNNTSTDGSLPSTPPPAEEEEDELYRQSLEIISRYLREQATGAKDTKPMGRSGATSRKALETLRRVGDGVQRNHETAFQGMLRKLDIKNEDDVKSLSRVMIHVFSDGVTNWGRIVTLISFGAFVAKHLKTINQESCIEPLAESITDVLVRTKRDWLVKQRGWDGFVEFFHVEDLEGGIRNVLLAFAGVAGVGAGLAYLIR
Avidin fluor: compound fluoresces at 488/530 nm on avidin beads | compound fluorescence 488/530 nm, flow cytometry; stronger effect = higher value | fluorescence (KMESF) at 10 µM | actives 0.38% (n = 220,000) | AID 1775; in the data active = fluorescence above about 47; note: inactives centre near 10
Rab2 wt GTP: changes GTP binding to wildtype dog Rab2A, up or down | GTP binding activity, % at 10 µM | GST-Rab2 wt beads, Bodipy-GTP binding, flow cytometry | actives 0.19% (n = 190,000) | P61105;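 active = GTP binding activity at least 20 points away from 100%, either lowered or raised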;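 note: 0% = beads with excess unlabeled GTP and 100% = no-compound control corrected for plate trend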
* hit, by the source's call; nt = no result given; & = joins results of further samples.

SMILES	Cdc42 wt	ABCG2 inh	Pf gametocyte	Rab7 wt GTP bind	Rac1 act GTP bind	HRas wt GTP bind	ABCB1 block	Rac1 wt GTP bind	Mcl1 Noxa PPI	Avidin fluor	Rab2 wt GTP
CN1CCN(C(=S)Nc2cccc(Cl)c2)CC1	102	-4	5	101	102	104	-0.3	105	12	2	101
CCN(CC)CCOc1ccc2c(c1)C(=NNC(=O)c1ccccn1)c1cc(OCCN(CC)CC)ccc1-2	99	-2	14	97	103	100	-0.6	104	2	14	100
O=C(Nc1ccccc1)NC1(C(=O)NCc2ccc3c(c2)OCO3)CCCCC1	100	12	-10	98	99	97	2.3	103	19	10	98
Cc1ccc(CN2C(=O)CCC2C(=O)NCCN2CCOCC2)cc1 (stereo unspecified)	102	0	nt	99	101	103	-0.1	100	-14	7	104
CCc1sc(NS(C)(=O)=O)nc1-c1ccccc1	97	2	9	95	96	97	0.3	101	1	16	95
COC(=O)c1c[nH]n2c(=O)cc(C)nc12	106	2	nt	97	99	102	0.2	105	3	27	103
CCOc1ccc2nc(-c3ccccc3)[nH]c2c1	94	3	nt	94	94	96	0.5	94	13	36	93
COc1cccc(C(=O)NC(=S)Nc2ccc3c4c(cccc24)CC3)c1	96	-2	9	96	92	94	-0.2	94	nt	10	94
Cc1ccccc1C(=O)NC(=S)Nc1ccc(N2CCOCC2)cc1	94	1	35	99	94	95	-0.4	90	5	13	93
COCCNC(=O)c1ccccc1NC(=O)CN(c1ccc2c(c1)OCO2)S(C)(=O)=O	102	23	nt	99	101	100	0.6	101	-11	11	102
O=C(NCCN1CCOCC1)c1ccccc1-c1ccccc1	102	0	nt	101	99	103	0.2	103	-2	9	101
Cc1cc(C)cc(C(=O)NC(=S)Nc2ccc(-c3cc4ccccc4oc3=O)cc2)c1	103	-7	-26	101	95	99	-0.8	101	-43	13	97
C=CCN1C(=O)C(CC(=O)O)SC1=Nc1ccc(N=Nc2ccccc2)cc1 (stereo unspecified)	96	8	-4	105	94	96	0.0	97	13	7	98
COC(=O)/C(N=Nc1c(C)n(C)n(-c2ccccc2)c1=O)=C(\C)O	99	-6	4	98	101	101	0.2	105	-19	14	100
COc1ccccc1C(=O)NC(=S)Nc1ccc(NC(=O)c2ccco2)cc1	95	-4	nt	96	95	96	0.5	97	26	10	94
NS(=O)(=O)c1ccc(NC(=O)COC(=O)c2cn(-c3ccccc3)nc2-c2ccc(F)cc2)cc1	103	-2	nt	104	102	102	-0.7	104	2	11	101
N#Cc1ccccc1NC(=S)Nc1ccc(F)cc1	97	4	nt	97	97	94	0.8	97	0	10	95
CCNC(=S)Nc1ccc(S(=O)(=O)Nc2cc(C)nc(C)n2)cc1	99	2	8	106	96	100	0.3	99	-1	11	100
COC(=O)CCS(=O)(=O)c1ccc(Cl)cc1	104	2	nt	100	99	103	0.7	100	-7	11	104
COc1cc(SC)ccc1C(=O)Nc1ccccc1	97	84*	-11	97	98	99	-1.5	100	10	8	100
COc1cccc(CNC(=O)CN2CCC(c3nc4ccc(C)cc4[nH]3)CC2)c1	95	5	-15	94	98	96	0.3	100	0	9	96
Cc1onc(-c2ccccc2)c1C(=O)N1CCN(C)CC1	101	-1	nt	101	98	100	0.4	101	0	5	101
CN(C)/C=N/c1nc2nccc(-c3ccc(Cl)cc3)n2n1	99	4	-4	99	101	100	0.1	102	6	15	102
COc1ccc(CC/C(=N\O)C2(O)CCCCC2)cc1	99	9	4	106	99	101	1.2	102	-5	13	100
O=C(Cn1[nH]c(=O)c2ccccc2c1=O)OCC(=O)N1CCc2ccccc2C1	103	2	4	100	95	101	0.2	101	3	12	101

The last three compounds of the section above are carried over, then new ones follow:
SMILES	Cdc42 wt	ABCG2 inh	Pf gametocyte	Rab7 wt GTP bind	Rac1 act GTP bind	HRas wt GTP bind	ABCB1 block	Rac1 wt GTP bind	Mcl1 Noxa PPI	Avidin fluor	Rab2 wt GTP
CN(C)/C=N/c1nc2nccc(-c3ccc(Cl)cc3)n2n1	99	4	-4	99	101	100	0.1	102	6	15	102
COc1ccc(CC/C(=N\O)C2(O)CCCCC2)cc1	99	9	4	106	99	101	1.2	102	-5	13	100
O=C(Cn1[nH]c(=O)c2ccccc2c1=O)OCC(=O)N1CCc2ccccc2C1	103	2	4	100	95	101	0.2	101	3	12	101
CCc1ccc2c(CN3CCc4cc(OC)c(OC)cc4C3)cc(=O)oc2c1	99	0	-30	98	96	99	0.8	107	16	10	100
Cc1cc(OCC(=O)Nc2ccc(F)c(F)c2)nc(C(C)C)n1	98	0	nt	99	97	99	-0.1	101	-6	-2	99
O=C(O)/C=C/C(=O)NCCCc1ccccc1	90	1	-2	99	88	93	0.5	91	11	2	95
CC1(C)CC(=O)C2=C(C1)N(c1ccccc1)C(=O)CC2c1ccc(O)cc1 (stereo unspecified)	99	0	-11	107	96	97	0.0	98	-4	10	100
Cc1cnn(C(=S)NCCc2ccccc2)c1	96	-1	nt	94	93	96	-3.0	94	14	15	96
O=C(CCSc1ccccc1)N1CCN(C(=O)c2ccco2)CC1	105	3	23	102	101	103	0.3	107	-5	7	102
COc1ccc(-c2[nH]ncc2C=O)cc1OC	98	18	nt	104	95	97	0.5	99	-13	14	98
COc1ccc(N2C(=O)CC(N3CCC(O)(c4ccc(Cl)cc4)CC3)C2=O)cc1 (stereo unspecified)	101	2	-11	99	98	101	0.5	99	-5	13	100
c1ccc(-c2noc(-c3cccc4ccccc34)n2)cc1	97	9	nt	96	96	97	0.9	93	0	14	97
COC(=O)CCCCC1SCC2NC(=O)NC21 (stereo unspecified)	98	0	-22	104	99	99	0.4	103	10	12	99
CCOC(=O)c1[nH]c(C)c(C(=O)OCC(=O)N2c3ccccc3CC2C)c1C (stereo unspecified)	96	6	2	97	96	99	0.9	98	12	6	96
O=C(CSc1nc2ccccc2[nH]1)Nc1nc(-c2ccccc2)c(-c2ccccc2)o1	100	3	-9	98	96	98	-0.3	101	-71	12	99
CC(C)(C)c1cnnn1-c1ccc(NC(=O)c2ccc3c(c2)OCO3)cc1	99	22	nt	107	97	101	0.4	104	7	15	103
Cc1c(C(=O)O)sc(=S)n1-c1ccccc1	100	0	nt	95	98	97	-0.1	100	6	18	96
CSc1nc(C)cc(C)c1C(N)=O	102	10	nt	101	99	103	0.1	105	6	7	103
COc1ccc(CCNC(=O)CSCc2ccc(F)cc2)cc1OC	104	-1	13	99	100	102	-0.3	105	-1	16	101
COc1ccc(OC)c(C(=O)c2ccc(C(=O)N3CCN(Cc4csc(C)n4)CC3)cc2)c1	104	3	7	106	96	100	2.0	96	5	10	102
COc1ccc(Cl)cc1C(=O)CSc1nnnn1C	96	1	-6	105	95	99	-0.3	100	36	9	97
CC(C)CN1CCN(Cc2nc(C(C)C)cs2)CC1CCO (stereo unspecified)	101	0	33	107	98	101	0.3	106	-9	7	101
COc1ccc(CC(=O)O)cc1O	97	6	nt	102	98	96	1.5	98	-11	5	98
O=C(Nc1ccc(N2CCN(C(=O)c3ccccc3)CC2)cc1)c1ccc([N+](=O)[O-])o1	90	1	-14	100	92	96	-0.1	90	23	1	97
C=CCN(c1ccc(C(=O)Nc2ccc(NC(C)=O)cc2)cc1)S(C)(=O)=O	98	0	nt	93	95	92	-0.2	101	16	14	96
Cc1ccccc1N1C(=S)NC2c3ccccc3OC1(C)C2C(=O)N(C)C (stereo unspecified)	102	0	nt	105	97	102	0.2	101	11	10	103
CCc1ccc(-n2c(=O)c3ccccc3n(CC(=O)NCc3ccco3)c2=O)cc1	100	0	-12	95	99	96	0.2	101	6	12	94
COc1ccc2nc(C)cc(SCC(=O)O)c2c1	101&98	19&-3	nt	99&100	96&95	100&99	0.1&-6.5	101&98	23&15	13&9	101&98

More compounds
SMILES	Cdc42 wt	ABCG2 inh	Pf gametocyte	Rab7 wt GTP bind	Rac1 act GTP bind	HRas wt GTP bind	ABCB1 block	Rac1 wt GTP bind	Mcl1 Noxa PPI	Avidin fluor	Rab2 wt GTP
Cc1ccc(/C=N/n2c(-c3ccncc3)n[nH]c2=S)cc1	93	-6	29	93	97	95	-1.7	98	22	3	97
COc1ccc(Nc2ccc(N3C(=O)CC(C)C3=O)cc2[N+](=O)[O-])cn1 (stereo unspecified)	102	7	-4	105	99	100	1.4	100	10	11	104
COC(=O)Cc1c(C)nc2nc(NCc3ccccc3OC)[nH]n2c1=O	101	-2	nt	98	99	101	-2.4	100	-5	20	101
O=C(c1cccs1)N(c1cccc(Cl)c1)C1C=CS(=O)(=O)C1 (stereo unspecified)	98	10	11	97	96	95	-0.6	100	-6	6	101
Cc1ccc(CNC(=O)CN(c2cccc([N+](=O)[O-])c2)S(=O)(=O)c2ccccc2)cc1	101	-1	nt	96	97	97	nt	98	11	8	97
COc1ccc2c(c1)nc(SCC(O)c1ccccc1)n2C (stereo unspecified)	93	15	nt	102	95	98	1.3	100	23	14	98
Cc1ccc(N=C(NOCc2ccc(Cl)cc2Cl)c2nonc2N)c(C)c1	105	1	-80	103	101	104	0.6	102	12	11	105
O=C(/C=C/Nc1ccccc1F)c1ccc(Br)cc1	101	-3	5	94	98	99	-0.6	102	6	4	95
O=C(N/N=C/c1cccs1)c1cncc(Br)c1	94	1	-14	96	97	96	0.0	100	18	8	97
O=c1cc2c(nn1Cc1ccccc1)-c1ccccc1CC2	95	2	nt	94	92	95	-0.4	96	24	11	96
CCn1c(SCC(=O)Nc2cc(C)on2)nnc1-c1cccnc1	100	2	nt	101	98	102	0.2	104	-5	17	100
CCn1c(CSCc2ccc(Cl)cc2)n[nH]c1=S	97	-4	nt	96	92	93	-0.9	97	10	7	93
CCCN(CCC)C(C)C(=O)NCC1(c2ccccc2)CCCC1 (stereo unspecified)	98	-2	-11	93	93	99	0.3	102	10	10	99
O=C1CC(N2CCSCC2)C(=O)N1c1cccc(Br)c1 (stereo unspecified)	101	2	-30	98	99	99	1.2	104	14	6	97
CCOC(=O)C1CCCN(c2cc(NCCCO)c([N+](=O)[O-])c3nonc23)C1 (stereo unspecified)	103	18	6	103	102	102	0.6	106	5	11	101
O=C(NCCCN1CCOCC1)C1Cc2c(ccc3ccccc23)O1 (stereo unspecified)	100	0	-1	99	96	98	0.0	103	-18	26	97
Cc1nc([N+](=O)[O-])cn1Cc1cccc([N+](=O)[O-])c1	102	2	0	105	97	102	0.3	102	-22	10	101
Cc1cc(C)c2nc(SCC(=O)N3CC(=O)Nc4ccccc43)c(C#N)cc2c1	98	7	nt	96	97	97	1.7	101	-273	4	92
